CHT PAM: human CHT allosteric activation. Q9GZV3. CHT-expressing cells, membrane potential dye, choline EC20; stronger effect = higher value; LV-AA mutant CHT in HEK293 cells. B-score at 10 µM. 310,000 compounds, 0.49% hits. AID 488977;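 active means initial fluorescence not abnormally high and integrated response B-score, plate-corrected, over 3 SD above library mean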
Target sequence (Q9GZV3 whole entry, looked up): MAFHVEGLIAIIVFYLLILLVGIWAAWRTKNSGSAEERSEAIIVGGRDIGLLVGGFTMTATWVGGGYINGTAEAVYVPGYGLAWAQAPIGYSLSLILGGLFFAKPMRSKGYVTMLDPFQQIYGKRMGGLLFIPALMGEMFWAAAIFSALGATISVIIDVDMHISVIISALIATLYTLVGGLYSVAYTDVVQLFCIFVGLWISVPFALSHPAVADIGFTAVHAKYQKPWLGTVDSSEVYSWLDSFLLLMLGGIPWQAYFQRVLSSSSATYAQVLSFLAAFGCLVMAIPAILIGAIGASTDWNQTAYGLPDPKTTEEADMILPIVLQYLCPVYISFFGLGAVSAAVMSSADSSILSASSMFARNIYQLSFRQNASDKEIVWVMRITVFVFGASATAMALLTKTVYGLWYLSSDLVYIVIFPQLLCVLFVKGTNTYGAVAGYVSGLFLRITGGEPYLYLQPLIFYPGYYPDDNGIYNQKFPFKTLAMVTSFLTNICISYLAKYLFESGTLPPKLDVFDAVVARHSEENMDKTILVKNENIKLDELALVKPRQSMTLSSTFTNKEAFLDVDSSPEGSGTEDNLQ
CHT inh: human CHT choline transport inhibition. B-score at 10 µM. 310,000 compounds, 0.86% hits. Q9GZV3. CHT-expressing cells, membrane potential dye, choline response; stronger effect = lower value;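 active means B-score over 3 SD under the library average, and starting fluorescence ratio not unusually high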;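 further: choline stimulus applied at its EC90 after an EC20 pre-addition; B-score computed on integrated fluorescence ratio after choline addition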
STK33 kinase inh: human STK33 kinase inhibition. Q9BYT3. purified STK33, MBP phosphorylation, ADP-Glo luminescence. inhibition, % at 10 µM. 320,000 compounds, 0.073% hits;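 active means inhibition at or above 25%, using the most active replicate where run in duplicate; inactive means inhibition below 25%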
Target sequence (Q9BYT3 whole entry, looked up): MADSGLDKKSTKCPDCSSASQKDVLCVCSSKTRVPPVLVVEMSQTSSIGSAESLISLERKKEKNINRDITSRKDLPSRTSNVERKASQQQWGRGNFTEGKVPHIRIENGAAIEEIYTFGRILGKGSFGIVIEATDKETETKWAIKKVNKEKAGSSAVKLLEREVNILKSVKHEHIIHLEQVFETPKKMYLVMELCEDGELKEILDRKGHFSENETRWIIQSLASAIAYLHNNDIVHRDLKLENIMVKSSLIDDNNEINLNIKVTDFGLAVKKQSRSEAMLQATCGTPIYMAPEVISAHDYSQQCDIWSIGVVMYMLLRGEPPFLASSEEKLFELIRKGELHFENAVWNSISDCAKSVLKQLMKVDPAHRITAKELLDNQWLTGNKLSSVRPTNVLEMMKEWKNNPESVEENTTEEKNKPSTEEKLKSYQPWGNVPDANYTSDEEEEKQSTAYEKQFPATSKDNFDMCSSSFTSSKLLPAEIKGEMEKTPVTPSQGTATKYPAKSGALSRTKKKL
* marks the source's active call; other numbers are inactive results; i = inactive; . = no result given.

SMILES | CHT PAM | CHT inh | STK33 kinase inh
Cc1nnc(SCC(=O)NCc2ccc3c(c2)OCO3)n1C | i | i | -0.4
O=S(=O)(Nc1ccc2c(c1)nc1n2CCOC1)c1ccc(Cl)cc1 | i | i | -1.1
O=C(c1cccc(-c2ccc(O)cc2)c1)N1CCN(c2ccc(F)cc2)CC1 | i | i | -0.3
Cc1ccc(O)c(C(=O)c2cc(C#N)c(=O)n(CC3CCCO3)c2)c1 (stereo not drawn) | i | i | 0.7
CC(C)NC(=O)C1CC=CCC1C(=O)O (stereo not drawn) | i | i | -2.4
COc1ccc(OCCn2nnc(-c3ccc(Cl)cc3)n2)cc1 | i | i | -0.4
CN(C)c1ccc(/C=N/NC(=O)c2cnc3ccccc3c2)cc1 | i | i | -0.9
CN(C)c1nc(SCCOC(=O)c2ccccc2)nc(N(C)C)n1 | i | i | -0.3
O=C(COC(=O)c1ccccc1NC(=O)c1ccco1)NC1CCCCC1 | i | i | -2.6
CC(=O)CCc1oc2ccc(C)cc2c1Cc1ccccc1 | i | i | 0.5
CC(C)c1ccc(NC(=O)NCc2cccnc2)cc1 | i | i | -1.5
S=c1[nH]nc(-c2ccccc2)n1CC1CCCO1 (stereo not drawn) | i | i | -0.7
COC(=O)c1cc(OC)c(OC)cc1NC(=O)C(C)c1ccc([N+](=O)[O-])cc1 (stereo not drawn) | i | i | -0.9
CCCc1cc2c(=O)n(NC(=O)c3nn(C)cc3[N+](=O)[O-])c(C)nc2s1 | i | i | -1.6
COc1ccc(OCCCCN2CCC(C)CC2)cc1 | i | i | 0.8
O=C(Nc1ccnc(-c2ccncc2)n1)c1ccc(F)cc1 | i | i | -2.2
COCC1CCN(Cc2cn[nH]c2-c2ccc(OC)cc2F)C1 (stereo not drawn) | i | i | 3.1
CC1CCCCC1NC(=O)CCNC(=O)N1CC(=O)Nc2ccccc21 (stereo not drawn) | i | i | -1.8
O=C(Nc1ccccc1C(=O)N/N=C/c1ccco1)c1ccccc1 | i | i | 7.4
O=C(CCn1c(=O)oc2ccccc21)NCCN1CCOCC1 | i | i | -0.4
O=C1c2ccc(Oc3ccc([N+](=O)[O-])cc3)cc2C(=O)N1CCO | i | i | -1.1
COc1ccc(S(=O)(=O)Nc2cc(C)ccn2)cc1 | i | i | -1.7
Cc1cccc(N2CCN(C(=O)Cn3c(=O)[nH]c4ccsc4c3=O)CC2C)c1 (stereo not drawn) | i | i | 0.0
COc1ccc(OC)c(NC(=O)c2ccc(S(=O)(=O)N3CCN(C)CC3)cc2)c1 | i | i | -0.4
CCOc1ccc(Br)cc1C1C(C(=O)OC)=C(N)Oc2cc(N(C)C)ccc21 (stereo not drawn) | i | i | -1.6
Cc1ccc(S(=O)(=O)NNC(=O)C(O)(c2ccccc2)c2ccccc2)cc1 | i | i | 0.2
CCN(CC)C(=O)N1CCN(C(=O)c2ccc(C)cn2)CC1 | i | i | 0.2
O=C(N/N=C/c1cc(Br)ccc1O)Nc1ccccc1 | i | i | -1.6
CSc1ccccc1OCc1cc(C(=O)N(C)Cc2c(C)n[nH]c2C)no1 | i | i | -0.2
COc1cccc(-n2c(=O)c3sccc3n(CC(=O)NC3CCCCC3)c2=O)c1 | i | i | -0.9
O=C(CCS(=O)(=O)c1ccc2c(c1)NC(=O)CO2)NCCc1ccccc1 | i | i | -1.8
O=C(NCc1ccc(F)cc1)C(=O)NCC1OCCN1S(=O)(=O)c1ccc2c(c1)OCCO2 (stereo not drawn) | i | i | -1.6
Cc1sc2ncn(CC(=O)NCCN3CCOCC3)c(=O)c2c1S(=O)(=O)N1CCC(C)CC1 | i | i | -1.8
Cc1ccc(C(=O)CCC(=O)Nc2ccc(Cl)c(S(=O)(=O)Nc3cccc(Cl)c3)c2)cc1 | i | i | 0.4
O=C(COc1c(Cl)cc(Cl)cc1Cl)c1ccc(Cl)cc1 | i | i | -2.0
N#C/C(=C/c1cccnc1)c1ccccc1 | i | i | -1.3
Cc1ccc(C(=O)N/N=C\c2ccc(OC(=O)c3cccs3)cc2)cn1 | i | i | -0.8
Cc1c(OCC(=O)OC(C)C)ccc2c3c(c(=O)oc12)CCC3 | i | i | 1.2
COC(=O)c1cc(NC(=O)Cc2ccc(OC)c(OC)c2)cc(C(=O)OC)c1 | i | i | -1.3
CCOC(=O)c1ccccc1NC(=O)c1ccc(N(C)S(C)(=O)=O)cc1 | i | i | -2.5

In the list so far, two contain bromine.
SMILES | CHT PAM | CHT inh | STK33 kinase inh
CCOc1ccc(Br)cc1C1C(C(=O)OC)=C(N)Oc2cc(N(C)C)ccc21 (stereo not drawn) | i | i | -1.6
O=C(N/N=C/c1cc(Br)ccc1O)Nc1ccccc1 | i | i | -1.6

The listing continues.
SMILES | CHT PAM | CHT inh | STK33 kinase inh
COc1ccccc1CNC(=O)COC(=O)COc1ccccc1Cc1ccccc1 | i | i | 0.0
Cc1cccc(NCC(=O)N/N=C\c2ccccn2)c1 | i | i | -0.1
COc1cc(NC(=O)Cc2ccc([N+](=O)[O-])cc2)c(C(=O)O)cc1OC | i | i | 4.0
CCc1nc2ccccc2n1CCc1ccccc1 | i | i | -3.2
CCOC(=O)c1c(CN2CCCCC2C)oc2ccc(OC)cc12 (stereo not drawn) | i | i | -1.1
Cc1ccc(NC(=S)NC(=O)C2CC2)cc1Cl | i | i | -0.6
CC(C)CNC(=O)c1ccccc1SCC(=O)NC12CC3CC(CC(C3)C1)C2 | i | i | -1.1
Cc1ccc(N(CCC#N)C(=O)CN2C(=O)NC(Cc3ccccc3)C2=O)cc1 (stereo not drawn) | i | i | 9.7

2 of the compounds above, with each value named:
SMILES: COc1ccccc1CNC(=O)COC(=O)COc1ccccc1Cc1ccccc1
  CHT PAM: i
  CHT inh: i
  STK33 kinase inh: 0.0
SMILES: Cc1cccc(NCC(=O)N/N=C\c2ccccn2)c1
  CHT PAM: i
  CHT inh: i
  STK33 kinase inh: -0.1

(next part)
SMILES | CHT PAM | CHT inh | STK33 kinase inh
COc1cccc(NCCC(=O)c2cccc([N+](=O)[O-])c2)c1 | i | i | 1.9
Cc1cc(C)cc(-n2c(=O)c3ccccc3n(CC(=O)NCC3CCCO3)c2=O)c1 (stereo not drawn) | i | i | -0.4
Cc1ccc(C(=O)NNC(=S)NC(=O)c2ccc(Cl)cc2)cc1 | i | i | -1.1
CC#CCN1c2ccccc2[C@]23C[C@@H](C(=O)OC)N(C(=O)c4ccc(Br)cc4)C2=NC(C(=O)OC)=C(C(=O)OC)[C@H]13 | i | i | -0.2
Cc1ccnc(N2C(=O)OC(C)(C)C2(C)O)c1 (stereo not drawn) | i | i | -0.4
C=CCn1c(=O)c2c3c(sc2n2c(Nc4ccc(OC)cc4)nnc12)CCCC3 | i | i | -1.7
CCOC(=O)/C(N=Nc1ccc(C(=O)O)cc1[N+](=O)[O-])=C(\C)O | i | i | 0.0
CCCCS(=O)(=O)N1CCC(C(=O)NCC2CCCO2)CC1 (stereo not drawn) | i | i | -1.0
CCOCC(=O)Nc1ccc(-c2cn3cccnc3n2)cc1 | i | i | -1.4
O=[N+]([O-])c1ccccc1/C=N/n1c(COc2ccccc2)n[nH]c1=S | i | i | -0.6
O=C(CCSCc1cccc(F)c1)NCc1ccc(F)cc1 | i | i | 1.5
CCOc1ccc(/C=N/NS(=O)(=O)c2ccc(C)cc2)cc1OC | i | i | -0.9
O=C(CCn1c(=O)sc2ccccc21)NCc1ccco1 | i | i | -1.4
CS(=O)(=O)N(CCc1ccccc1)CC(N)=O | i | i | -0.6
COc1ccccc1C1NC(=O)NC(C)=C1C(=O)OC1CCCCC1 (stereo not drawn) | i | i | -1.2
Cc1ccc(S(=O)(=O)N(C)C)cc1NC(=O)C1CCCCC1 | i | i | -1.8
COc1ccc(S(=O)(=O)Nc2ccc(C(N)=O)cc2)cc1C(=O)N1CCCCCC1 | i | i | -0.8
COc1ccc(N(CC(=O)NCc2cccs2)S(=O)(=O)c2cccnc2)cc1 | i | i | -2.2
CCCCOC(=O)Cn1c(=O)c2c(nc3n2CCCCN3c2ccc(C)cc2)n(C)c1=O | i | i | 1.0
CCS(=O)(=O)N1CCN(c2ccc([N+](=O)[O-])c(NCc3cccnc3)c2)CC1 | i | i | -2.0
COc1ccc(CN2C(=O)CN=C2Nc2cc(C)ccc2C)cc1 | i | i | -1.5
CC(=O)Nc1ccc(C(=O)OC2CCOC2=O)cc1 (stereo not drawn) | i | i | 2.0
COc1cc(/C=N/NC(=O)c2cc[n+]([O-])cc2)cc(OC)c1OC | i | i | -1.5
CSc1ccccc1NC(=O)Cn1nc([N+](=O)[O-])c(Cl)c1C | i | i | 0.9
Cc1cc(C)cc(N(C(=O)CCC(=O)Nc2cc(C)on2)C(C(=O)NC2CCCC2)c2ccco2)c1 (stereo not drawn) | i | i | -0.1
CN1[C@@H]2CC[C@H]1CC(OC(=O)[C@H](CO)c1ccccc1)C2 (stereo partly drawn) | i | i | -2.5
O=C1/C(=C/c2ccccc2)SC(=S)N1N1C(=O)C2CC2C1=O (stereo not drawn) | i | i | -1.9
CCC(=O)NNC(=O)c1c(O)c2ccccc2[nH]c1=O | i | i | -0.6
NNc1nc(-c2ccccc2)nc(-c2ccccc2)c1Br | i | i | -0.1
CCCn1c(N2CCN(C(=O)Nc3ccc(Cl)cc3)CC2)nc2ccccc21 | i | i | -0.4
CCc1ccc(C2C(C#N)=C(N)N(N(C)C)C3=C2C(=O)CCC3)cc1 (stereo not drawn) | i | i | 0.3
O=C(CSc1nc2sc3c(c2c(=O)[nH]1)CCC3)NCCO | i | i | -1.6
CCN1C(=O)c2n[nH]c(C(=O)OC)c2C1=O | i | i | -0.5
CCOc1cc(/C=C2\C(=O)N(CCC#N)N=C2C)ccc1OCC(N)=O | i | i | -2.4
COCCn1c(N)c(N(Cc2ccccc2)C(=O)c2ccc3ccccc3c2)c(=O)[nH]c1=O | i | i | -1.2
O=C1CCCC(=O)C1=C1SCCS1 | i | i | -0.1
O=C(c1cc([N+](=O)[O-])ccc1N1CCOCC1)N1CCN(S(=O)(=O)c2ccc(F)cc2)CC1 | i | i | -1.7
O=C(C[n+]1cc(Br)cc2ccccc21)c1ccc(Cl)cc1 | i | -6.91* | -2.4
COc1ccccc1NC(=O)C(C)OC(=O)c1ccc(-n2cnnn2)cc1 (stereo not drawn) | i | i | -0.2
O=C(Cn1c2ccc(F)cc2c2nc3n(c(=O)c21)CCS3)Nc1ccc(Cl)cc1F | i | i | -0.6
CCOCCN(C(=O)c1ccccc1Cl)c1cccc(C)c1C | i | i | -0.8
COc1ccc(-c2cc(C(=O)N3CCN(c4ccccc4)CC3)no2)cc1OC | i | i | -1.7
CC1CCc2c(C(=O)Nc3nccs3)csc2C1 (stereo not drawn) | i | i | -0.6
Cc1ccc(N/N=C/c2ccc(N3CCOCC3)cc2)cc1C | i | i | 0.3
CCCCNc1nc2ccccc2nc1NS(=O)(=O)c1cccs1 | i | i | -0.4
Cn1cc([N+](=O)[O-])c(C(=O)NCc2cc3cc(Cl)ccc3[nH]2)n1 | i | i | -0.3
Cc1cc(C(=O)NN)c(C)o1 | i | i | -2.1
COc1ccc(OC)c(NC(=O)COC(=O)c2nc(Cl)ccc2Cl)c1 | i | i | 0.3

4 entries drawn at random from the list so far, as already listed:
SMILES | CHT PAM | CHT inh | STK33 kinase inh
Cc1cccc(N2CCN(C(=O)Cn3c(=O)[nH]c4ccsc4c3=O)CC2C)c1 (stereo not drawn) | i | i | 0.0
CCS(=O)(=O)N1CCN(c2ccc([N+](=O)[O-])c(NCc3cccnc3)c2)CC1 | i | i | -2.0
O=C(c1cccc(-c2ccc(O)cc2)c1)N1CCN(c2ccc(F)cc2)CC1 | i | i | -0.3
Cn1cc([N+](=O)[O-])c(C(=O)NCc2cc3cc(Cl)ccc3[nH]2)n1 | i | i | -0.3

Continued.
SMILES | CHT PAM | CHT inh | STK33 kinase inh
O=C(CCNS(=O)(=O)c1ccccc1)OCc1nc2ccsc2c(=O)[nH]1 | i | i | -1.0
COc1ccc(C(=O)N2CCC(CCC(=O)Nc3cccc(C)c3)CC2)cc1 | i | i | -1.8
Cc1cc(NC(=O)CCN2CCN(CCO)CC2)ccc1Br | i | i | 0.7
CCCCCOC(=O)Nc1ccc(S(=O)(=O)Nc2cccc([N+](=O)[O-])c2)cc1 | i | i | 0.6
COC(=O)C1=C(COc2ccccc2)NC(=O)NC1c1ccc2ccccc2c1 (stereo not drawn) | i | i | -0.4
COCCn1c(=NC(=O)c2sc3ccccc3c2Cl)sc2cc(S(N)(=O)=O)ccc21 | i | i | -1.4
Cc1ccc(-c2csc(NC(=O)CCNC(=O)c3ccc(Cl)cc3)n2)cc1 | i | i | 0.1
CS(=O)(=O)N(Cc1ccccc1Cl)c1ccc(C(=O)N2CCCC2)cc1 | i | i | -0.4
O=C(c1ccc(Cl)cc1)N1CCOc2ccccc21 | i | i | 0.0
OCCN(CCO)c1ccc(C(c2ccccc2Cl)c2ccc(N(CCO)CCO)cc2Cl)c(Cl)c1 | i | i | .
CN1c2ccccc2Oc2nnc(N3CCN(Cc4ccccc4)CC3)cc21 | i | i | -0.2
Cc1ccc(S(=O)(=O)CC(=O)Nc2ccc3nc(C)sc3c2)cc1 | i | i | -0.1
C=CCn1c(O)c(N=Nc2ccccc2C)c2ccccc21 | i | i | 0.4
Cc1ccc(NC(=O)CSc2nnc(NC(=O)C3CC3)s2)cc1 | i | i | -0.3
CC(C)CC(=O)N1CCN(Cc2cccc(F)c2)CC1 | i | i | 0.1
Clc1ccc(CSc2nnc(Cn3cnc4ccccc43)o2)cc1 | i | i | .
CCOC(=O)C1(Cc2ccccc2C)CCCN(C(=O)c2ccccn2)C1 (stereo not drawn) | i | i | 0.1

High-throughput results from PubChem BioAssay.
